# MLLE-PAM2 inh: blocks PAM2 peptide binding to the PABP1 MLLE domain; P11940; inhibition, % at 20 µM; hit rate 0.36% among 360,000; GST-MLLE / FITC-PAM2 fluorescence polarization; in the data active means inhibition above about 35%, passing the limit was not always enough;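 further: plate controls were DMSO wells with GST-MLLE for no effect and wells lacking GST-MLLE protein for full effect; some results filed as inactive read as strong as hits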
# Tb MetRS inh: Trypanosoma brucei MetRS inhibition. purified T. brucei MetRS, ATP depletion, Kinase-Glo luminescence. inhibition, % at 11.9 µM. hit rate 0.4% among 360,000;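 active means inhibition above a per-plate cutoff of the control wells' mean inhibition plus 3 SD, cut at about 5.5% in these data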;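 further: 0% = DMSO wells median and 100% = median of wells with control inhibitor compound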
#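 technique = Kinase-Glo luminescence, ATP depletion format | system = purified MetRS (methionyl-tRNA synthetase) enzyme from Trypanosoma brucei | timing = 15 min preincubation, 2 h reaction, all 25 °C | evaluation = percent inhibition versus plate control medians | dosing = single dose, 11.9 µM final nominal, 0.9% final DMSO | also added = substrates ATP, L-methionine and bulk Escherichia coli tRNA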
# Rpn11 block: blocks the human proteasome subunit Rpn11; O00487; calls only at 20 µM; hit rate 0.59% among 360,000; human 26S proteasome, Ub4-pepOG fluorescence polarization; 20S core pre-blocked with epoxomicin;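 active means inhibition at 20 µM, scaled to each plate's controls, above about 33%, limit read from the data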
# Target sequence (O00487 whole entry, looked up): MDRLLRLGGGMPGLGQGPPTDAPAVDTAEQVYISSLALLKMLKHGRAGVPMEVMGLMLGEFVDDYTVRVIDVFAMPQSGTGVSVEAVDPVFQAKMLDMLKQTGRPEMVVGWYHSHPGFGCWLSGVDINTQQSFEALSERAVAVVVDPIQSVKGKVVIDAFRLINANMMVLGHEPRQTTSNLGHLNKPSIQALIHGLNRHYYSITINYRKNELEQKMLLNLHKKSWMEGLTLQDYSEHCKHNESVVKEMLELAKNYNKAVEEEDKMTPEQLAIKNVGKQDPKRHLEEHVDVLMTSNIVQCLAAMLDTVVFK
# Scp-1 inhibitor: Scp-1 (human) phosphatase inhibition. inhibition, % at 20 µM. hit rate 0.88% among 340,000. Recombinant Scp1, phosphopeptide, malachite green phosphate absorbance;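 active means inhibition above about 50% at 20 µM, limit read from the data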;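 further: plate controls were DMSO wells with enzyme for no effect and wells lacking enzyme for full effect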
# Target sequence (Q9GZU7 76-261 limits assumed): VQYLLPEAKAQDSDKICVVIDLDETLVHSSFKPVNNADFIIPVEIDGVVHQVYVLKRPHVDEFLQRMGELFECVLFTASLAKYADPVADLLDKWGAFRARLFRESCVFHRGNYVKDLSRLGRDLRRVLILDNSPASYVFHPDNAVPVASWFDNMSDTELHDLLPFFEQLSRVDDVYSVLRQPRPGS
#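 Test system: SCP-1 phosphatase catalytic domain, residues 76-261 | Compound dosing: One concentration, 20 µM, with 1.0% DMSO | Schedule: 45 min room-temperature reaction, 5 min colour, 30 min stabiliser | Detection: Absorbance at 630 nm | Read-out basis: % inhibition of SCP-1 phosphate liberation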
# DNMT1 block: inhibitors of human DNMT1; P26358; DNMT1 molecular beacon, Hinp1I cleavage, fluorescence; inhibition (reported as % activation of signal), % at 10 µM; hit rate 0.83% among 360,000; in the data active means inhibition above about 50%
# NadD block: inhibitors of Staphylococcus aureus NadD; purified NadD enzyme, colorimetric absorbance read-out; AID 602399; hit rate 0.78% among 360,000; inhibition, % at 20 µM; in the data active means inhibition above about 26%; further: some compounds past the cut are filed as inactive
# CSN inh: blocks human CSN-mediated cullin deneddylation; Q92905; Purified CSN, SCF-Nedd8-OG deneddylation, fluorescence polarization; inhibition, % at 12.5 µM; hit rate 0.38% among 360,000;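 active means pattern-corrected inhibition above about 35%, with an unprinted fluorescence ratio check between 0.5 and 1.5, limit read from the data, passing the limit was not always enough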;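 further: 0% = enzyme with substrate and 100% = substrate without enzyme; some results filed as inactive read as strong as hits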
# Target sequence (Q92905 whole entry, looked up, one chain of several): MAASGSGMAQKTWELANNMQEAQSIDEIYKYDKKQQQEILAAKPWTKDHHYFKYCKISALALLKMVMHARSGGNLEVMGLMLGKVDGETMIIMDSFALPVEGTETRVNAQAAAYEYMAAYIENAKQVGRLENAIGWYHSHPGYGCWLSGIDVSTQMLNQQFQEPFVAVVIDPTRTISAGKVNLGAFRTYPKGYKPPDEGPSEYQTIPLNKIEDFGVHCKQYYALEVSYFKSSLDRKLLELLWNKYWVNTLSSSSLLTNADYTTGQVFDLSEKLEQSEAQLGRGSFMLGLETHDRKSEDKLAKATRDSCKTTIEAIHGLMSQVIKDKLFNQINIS
#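 Detection – fluorescence polarization · System – HEK293T-derived human Csn5 enzyme · Controls – substrate-only high control, full reaction low control · Timing – 90 min, room temperature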
# STEP inh: STEP (human) phosphatase inhibition | hit rate 0.25% among 360,000 | recombinant STEP, OMFP fluorogenic substrate, fluorescence | inhibition, % at 20 µM | P54829;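 active means inhibition at 20 µM, scaled per plate between control wells, above about 37%, limit read from the data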;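 further: 0% = DMSO with enzyme and substrate and 100% = substrate only without enzyme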
#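 medium = Bis-Tris buffer pH 6.0, 2.5 mM DTT, 0.005% Tween 20 | test system = STEP (striatal-enriched tyrosine phosphatase) enzyme, cell-free | measure = normalized % inhibition | compound dosing = 20 µM, 1% DMSO | also added = 25 µM OMFP | schedule = reaction 20 min, ambient temperature | measured by = fluorescence read at 480 nm ex / 540 nm em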
# LMPTP inh: LMPTP (human) inhibition; P24666; hit rate 0.22% among 360,000; recombinant LMPTP-A, OMFP fluorogenic substrate, fluorescence intensity; inhibition, % at 20 µM; AID 651560;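 active means compounds that cut the enzyme signal by at least half of the control window in the single-dose screen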;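 further: plate controls were DMSO wells with enzyme plus substrate for no effect and substrate without enzyme for full effect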
# Target sequence (P24666 whole entry, looked up): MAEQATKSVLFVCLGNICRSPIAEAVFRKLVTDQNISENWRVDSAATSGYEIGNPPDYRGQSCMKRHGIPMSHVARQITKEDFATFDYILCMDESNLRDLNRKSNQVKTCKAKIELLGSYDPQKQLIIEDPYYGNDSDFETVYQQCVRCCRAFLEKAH
#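 material = LMPTP-A | quantity = 0.625 nM enzyme | reagent = OMFP substrate, 400 µM final | buffer or medium = Bis-Tris pH 6.0, DTT, detergent | detection = endpoint fluorescence intensity from OMFP dephosphorylation | dosing = single 20 µM dose | read-out basis = % inhibition relative to no-enzyme and uninhibited control wells | control set = no-enzyme and uninhibited controls | timing = 50 min at room temperature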
# SUMO1-SIM PPI: modulators of human SUMO1-mediated protein-protein interactions; inhibition, % at 20 µM; P63165; SUMO1 binding to a labelled peptide, TR-FRET, 1 h; AID 602429; hit rate 0.33% among 360,000; in the data active means inhibition above about 37%
# * hit, by the source's call; i = inactive; nt = no result given.
SMILES,MLLE-PAM2 inh,Tb MetRS inh,Rpn11 block,Scp-1 inhibitor,DNMT1 block,NadD block,CSN inh,STEP inh,LMPTP inh,SUMO1-SIM PPI
COc1ccc(-c2nc(CN3CCC(c4ccccc4)CC3)c(C)o2)cc1OC,-6.8,-0.3,i,-3.5,-14.0,0.9,-6.2,-1.8,0.8,2.2
Cc1ccc(-c2csc3ncnc(N4CCN(c5ccccc5O)CC4)c23)cc1,-5.3,-0.5,i,-5.2,-3.2,17.6,3.4,2.3,4.7,7.1
COc1ccc(CCNc2nc(=S)[nH]c3cc(OC)c(OC)cc23)cc1OC,-77.4,-0.2,i,3.5,-3.1,-0.1,0.3,0.0,-7.7,17.3
CC(=O)Nc1c(C(=O)c2ccc(F)cc2)oc2ccccc12,1.0,-0.3,i,-8.0,2.5,-2.7,-1.7,1.1,0.3,-2.8
COC(=O)C1C(=O)C2=C(CC1C)NC(C)=C(C(=O)OC(C)C)C2c1ccc(C)o1 (centres undefined),-10.0,-0.4,i,-6.5,-4.2,0.8,1.8,0.3,-1.0,-2.6
Cc1nnc(SCC(=O)N2CCN(Cc3ccccc3)CC2)s1,6.7,0.1,i,-12.8,-1.8,-2.8,-6.2,-3.5,-0.5,2.3
Cc1c(C(=O)Nc2ccc(C(=O)O)cc2)cnn1C,-7.4,-0.1,i,-0.1,2.5,0.2,-4.7,2.0,-0.9,4.9
CCN1C(=O)[C@@H]2[C@@H]3CN(S(=O)(=O)c4ccc(C)cc4)[C@@H](c4ccccc4)[C@@H]3C(=O)C[C@@H]2C1=O,-10.2,-0.1,i,nt,5.2,-5.0,-4.7,2.7,-0.6,0.8
CC(C)Cc1cc(C(=O)N2CCC(N3CCC(C(=O)N4CCOCC4)CC3)CC2)n[nH]1,-2.9,0.8,i,-1.7,4.9,0.9,1.1,-0.4,-0.7,-1.0
O=S1(=O)CC(O)C(Nc2ccccc2Cl)C1 (centres undefined),-3.5,-0.4,i,-4.8,1.9,4.0,-3.7,-1.0,-1.2,1.6
O=C(NCCc1ccc2c(c1)OCO2)Oc1ccccc1,nt,-0.4,nt,nt,nt,3.6,4.7,nt,-0.1,5.9
O=C(CCCc1nc2ccccc2s1)NC1CCOC1=O (centres undefined),5.9,0.4,i,-0.8,-0.8,-1.9,2.7,1.3,0.6,2.0
Cc1ccccc1-n1c(=O)n(CCc2ccccc2)c(=O)c2[nH]cnc21,32.2,-0.2,i,-3.1,2.9,1.8,0.2,0.5,0.0,-3.0
COc1ccc(N(C)C(=O)c2ccc3c(c2)nnn3C)cc1,7.2,-0.3,i,-1.7,0.2,-3.7,2.8,3.5,-1.7,-1.3
O=C(Nc1ccccc1)N(Cc1cccnc1)Cc1ccco1,13.8,-0.1,i,-5.6,1.2,2.0,-0.6,-2.1,-1.2,-4.2
CCCc1cc(C(=O)Nc2c(C)n(C)n(-c3ccccc3)c2=O)no1,-3.7,-0.7,i,-12.2,3.8,-0.1,-1.8,-4.2,0.1,0.7
Cc1ccccc1-c1nnn(CC(=O)NCc2ccc3c(c2)OCO3)n1,-16.9,1.1,i,-5.2,3.9,-7.3,1.2,-1.6,-0.8,1.6
CCOC(=O)c1ccc(CNC(=O)CSc2nnc(-c3ccncc3)o2)cc1,9.8,-1.4,i,1.3,4.3,1.1,-11.2,-4.2,-0.6,0.0
CCOC(=O)C(O)(C1C(=O)CC(C)(C)CC1=O)C(F)(F)F (centres undefined),-9.0,-0.3,i,-6.7,3.6,13.9,0.1,0.1,-1.7,-1.8
CCCc1cc(C(=O)N2CCCN(C)CC2)cs1,2.1,-0.3,i,-1.8,2.0,-5.2,-0.7,-3.2,-0.9,5.2
COc1ccccc1NC(=O)Cn1nnc(-c2ccccc2NC(=O)c2cc3ccccc3oc2=O)n1,7.3,0.0,i,-1.0,34.4,3.5,2.9,2.7,1.4,-0.8
O=C(O)CCCCCn1c(SCC(=O)Nc2ccc(F)cc2)nc2ccsc2c1=O,-8.3,-0.2,i,-1.9,1.7,-3.4,-0.3,1.8,-0.4,7.4
Cn1c(CCN2CCCC2)nc2cc(NC(=O)COc3ccc(Cl)cc3)ccc21,-6.8,-0.1,i,nt,-7.1,10.0,2.7,4.3,1.8,-22.5
CC(=O)SC(C)CC(=O)NCc1ccccc1 (centres undefined),14.9,-0.2,i,-2.6,1.8,3.7,0.6,-2.3,-0.8,-6.5
Cc1cccc(CC2S/C(=N/N=C/c3ccco3)NC2=O)c1 (centres undefined),-5.3,-0.3,i,-3.1,-0.8,-3.3,2.2,-1.0,0.6,-4.4

# Some of the entries above in another layout.
# The line under a structure holds: MLLE-PAM2 inh	Tb MetRS inh	Rpn11 block	Scp-1 inhibitor	DNMT1 block	NadD block	CSN inh	STEP inh	LMPTP inh	SUMO1-SIM PPI
> CCCc1cc(C(=O)N2CCCN(C)CC2)cs1
→ 2.1	-0.3	i	-1.8	2.0	-5.2	-0.7	-3.2	-0.9	5.2
> COc1ccccc1NC(=O)Cn1nnc(-c2ccccc2NC(=O)c2cc3ccccc3oc2=O)n1
→ 7.3	0.0	i	-1.0	34.4	3.5	2.9	2.7	1.4	-0.8
> O=C(O)CCCCCn1c(SCC(=O)Nc2ccc(F)cc2)nc2ccsc2c1=O
→ -8.3	-0.2	i	-1.9	1.7	-3.4	-0.3	1.8	-0.4	7.4

# Further entries
SMILES,MLLE-PAM2 inh,Tb MetRS inh,Rpn11 block,Scp-1 inhibitor,DNMT1 block,NadD block,CSN inh,STEP inh,LMPTP inh,SUMO1-SIM PPI
CCN(CCO)c1nc(SC)nc2c1sc1nc(-c3ccco3)c3c(c12)CCC3,21.1,-1.6,i,-14.3,-2.9,-5.0,1.4,25.8,-0.2,0.5
CCCCCn1c(N2CCOCC2)nc2c1c(=O)n(CC(N)=O)c(=O)n2C,-11.0,-0.9,i,-15.9,1.4,-3.1,2.7,-1.4,-1.0,2.6
CSc1nc2ccccc2c(=O)n1Cc1ccc(F)cc1,15.9,0.6,i,-4.9,-5.9,-7.9,-1.0,4.3,0.9,-1.9
Cc1cc(C)n2nc(-c3ccsc3-n3c(C)ccc3C)cc2n1,-84.3,-0.4,nt,12.4,-13.9,38.7*,24.9,2.4,7.4,25.1
Cc1cc(C(=O)N/N=C/C=C/c2ccc([N+](=O)[O-])cc2)n[nH]1,9.2,-0.5,i,-0.8,17.4,2.2,1.8,-0.3,-0.5,-22.5
CC(C)CCNC(=S)Nc1ccc(Br)cc1,-44.4,0.9,i,-5.1,1.4,-6.8,-0.2,-0.6,-0.7,2.0
Cc1ccc([C@H]2N[C@]3(CCCN(CC4CCCCC4)C3=O)[C@H]3C(=O)N(Cc4ccccc4)C(=O)[C@@H]23)cc1,3.0,-1.1,i,nt,-1.0,10.4,1.5,0.2,-0.4,2.1
Cc1cc(C)c2c(c1)/C(=N/NS(=O)(=O)c1ccccc1)CCC2,7.5,0.1,i,-4.8,-5.0,0.0,0.3,-3.1,0.9,-3.4
CCc1ccc(C2=Nn3c(nnc3-c3cccs3)SC2)cc1,-22.5,-1.1,i,-0.2,-2.0,3.1,2.5,-1.5,5.1,-4.5
CN(Cc1ccccc1)S(=O)(=O)c1ccc(OCC(=O)Nc2cccc([N+](=O)[O-])c2)cc1,7.2,-0.7,i,-4.4,-4.2,-2.9,-6.7,-3.4,-0.7,0.9
CCC(=O)c1ccc(OCC(O)Cn2nnc3ccccc32)cc1 (centres undefined),-5.9,-0.8,i,0.4,1.0,-0.9,-7.3,-1.8,-1.2,4.3
O=C(NC1CCCC1)C(c1ccccc1F)N(C(=O)Cc1cccs1)c1ccc2c(c1)OCCO2 (centres undefined),-5.3,-0.7,i,-9.2,-3.2,-1.9,-5.0,0.6,1.5,0.7
COc1ccc(CC(=O)NCC(C)(C)N2CCOCC2)cc1,-8.3,0.2,i,-0.6,0.7,4.3,-4.1,0.3,-1.7,-2.6
CC(=O)Nc1ccc(S(=O)(=O)N(C)c2ccc(OCC(=O)OCC(=O)NCc3ccco3)cc2)cc1,-8.6,0.2,i,9.1,-0.4,-5.9,2.2,2.9,0.7,-3.7
CSCCNC(=O)C1(C)CCN1C(=O)CCc1ccccc1 (centres undefined),-1.1,-0.1,i,nt,-2.0,2.5,-2.5,-0.8,-0.7,-1.1
CCc1nc2ccc(C(=O)Nc3cccc(NS(C)(=O)=O)c3)cn2c1N(C)CCN1CCOCC1,6.2,-0.3,i,nt,-36.2,5.3,-1.4,1.1,1.3,-3.1
Cc1ccc(-c2ccc3c(c2)O[C@H](CN(C)Cc2cncnc2)[C@@H](C)CN([C@H](C)CO)S3(=O)=O)cc1,-8.3,0.2,i,nt,2.2,-4.8,-0.4,0.4,-0.2,-0.6
COc1ccccc1CNC(=O)CN(C)S(=O)(=O)c1ccc2c(c1)n(C)c(=O)c(=O)n2C,2.6,0.2,i,-6.9,2.1,-2.3,2.8,0.7,-2.1,2.5
CCCCOCCCNC(=O)C[C@@H]1C[C@@]2(C(=O)OC)CCCCC=C2N(CCC2=CCCCC2)C1=O,nt,-0.2,nt,nt,nt,7.5,1.8,nt,1.4,2.8
CC(=O)c1cccc(NC(=O)c2ccc(S(=O)(=O)N3CC(C)OC(C)C3)cc2)c1 (centres undefined),1.5,-0.4,i,-5.7,5.8,2.0,-0.3,-3.3,-1.5,-3.4
CCNC(=O)CC1C(=O)N(CC)C(=S)N1NC(=O)c1cccnc1 (centres undefined),0.6,-0.3,i,-9.1,3.4,-4.1,4.0,-3.5,-1.2,2.9
CCCOc1ccc(-c2c(C(=O)N/N=C/c3cccs3)nnn2-c2nonc2N)cc1,10.6,-0.1,i,-11.2,1.7,9.2,3.5,-1.1,2.9,-1.4
CCc1ccc(NC(=O)Cn2cnc([N+](=O)[O-])c2)cc1,-0.3,-0.3,i,-4.5,5.0,-0.6,3.2,1.4,-0.4,-7.6

# Entries of single compounds, looked up by structure. Order of values: MLLE-PAM2 inh, Tb MetRS inh, Rpn11 block, Scp-1 inhibitor, DNMT1 block, NadD block, CSN inh, STEP inh, LMPTP inh, SUMO1-SIM PPI
# Cc1cc(C(=O)N/N=C/C=C/c2ccc([N+](=O)[O-])cc2)n[nH]1 is listed with 9.2, -0.5, i, -0.8, 17.4, 2.2, 1.8, -0.3, -0.5, -22.5
# Cc1cc(C)n2nc(-c3ccsc3-n3c(C)ccc3C)cc2n1 is listed with -84.3, -0.4, nt, 12.4, -13.9, 38.7*, 24.9, 2.4, 7.4, 25.1
# CSCCNC(=O)C1(C)CCN1C(=O)CCc1ccccc1 (centres undefined) is listed with -1.1, -0.1, i, nt, -2.0, 2.5, -2.5, -0.8, -0.7, -1.1

# Compound activity deposited in PubChem BioAssay by several laboratories.
